CDK5 p35 inh = blocks human CDK5/p35 kinase activity. Recombinant CDK5/p35, ADP-Glo luminescence, 60 min. 0.01% of 330,000 active. inhibition, % at 10 µM;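 active = highest replicate inhibition of at least 50% and at least 75% of replicates reaching 50%; inconclusive = only one of the two criteria met; inactive = both criteria failed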;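 note: plate controls were DMSO neutral control for no effect and GW8510 at 10 µM for full effect; many of its hits are not listed in these tables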
dFosB activator = enhances mouse delta FosB homodimer DNA binding; purified delta FosB, TAMRA-CDK5 oligo fluorescence polarization; percent of positive-control signal above neutral wells; 0.99% of 340,000 active; P13346; activation, % at 25 µM;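 active = mean activation above about 17%, with every replicate also reaching it, limit read from the data, passing the limit was not always enough; inconclusive = only one of the two conditions met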;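 note: fluorescence polarization rise as delta FosB binds a TAMRA Cdk5 AP-1 oligo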
Target sequence (P13346 whole entry, looked up): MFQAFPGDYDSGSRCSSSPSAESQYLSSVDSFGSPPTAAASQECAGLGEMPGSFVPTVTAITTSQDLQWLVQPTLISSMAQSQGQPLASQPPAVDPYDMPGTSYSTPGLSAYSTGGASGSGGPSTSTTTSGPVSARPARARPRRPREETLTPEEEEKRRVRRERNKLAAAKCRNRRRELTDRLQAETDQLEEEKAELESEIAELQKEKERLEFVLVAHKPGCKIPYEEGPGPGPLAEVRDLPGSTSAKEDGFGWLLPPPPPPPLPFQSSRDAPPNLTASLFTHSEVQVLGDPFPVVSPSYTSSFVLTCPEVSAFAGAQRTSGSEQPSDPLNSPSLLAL
CAL PDZ FP-1 = inhibitors of human CAL PDZ peptide binding; Q9HD26; purified CAL PDZ, TMR-peptide fluorescence polarization, 1 h; inhibition, % at 20 µM; 0.02% of 330,000 active; AID 504414;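 active = highest replicate inhibition of at least 40%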;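 note: plate controls were DMSO neutral control wells for no effect and unlabeled competitor peptide control wells for full effect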
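Assay system – tagged CAL PDZ protein CerCALP, purified · Timing – 1 h at RT · Compound – single point, 20 µM · Measured by – fluorescence polarization from S- and P-plane intensities, G-factor corrected · Evaluation – inhibition from polarization loss · Probe or stimulus – TMR reporter peptide T*-PRC34 · Buffer or medium – pH 7.4 phosphate-saline buffer, reducing agent, detergent, IgG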
Wnt bcat act = activates Wnt/beta-catenin signaling in a reporter cell assay | activator, plate reader | activation, % at 9.35 µM | 1.2% of 300,000 active; in the data active = activation above about 30%, passing the limit was not always enough; inconclusive = no clear call, values can overlap the other calls;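 note: 0% = neutral control wells and 100% = positive control wells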
RTF Ca sens act = cardiac RTF calcium sensitization. P19429+P45379. 0.24% of 340,000 active. activation, % at 7.2 µM. IANBD-labeled TnC RTF fluorescence at EC20 calcium; 0% EC20 calcium, 100% full calcium;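 active = activation above the mean over all tested compounds plus 3 SD, cut at about 30% in these data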;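 note: rise in fluorescence read as greater calcium sensitivity of cardiac thin filaments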
Rtt109 HAT inh = inhibitors of Candida albicans Rtt109/Vps75 histone acetyltransferase; Q5AAJ8; purified Rtt109/Vps75, ThioGlo CoA-SH fluorescence, 4 h; inhibition, % at 34.9 µM; 0.16% of 330,000 active;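 active = inhibition of at least 50% in every replicate; inconclusive = best replicate reaches 50% inhibition but some replicates fall short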
Target sequence (Q5AAJ8 whole entry, looked up): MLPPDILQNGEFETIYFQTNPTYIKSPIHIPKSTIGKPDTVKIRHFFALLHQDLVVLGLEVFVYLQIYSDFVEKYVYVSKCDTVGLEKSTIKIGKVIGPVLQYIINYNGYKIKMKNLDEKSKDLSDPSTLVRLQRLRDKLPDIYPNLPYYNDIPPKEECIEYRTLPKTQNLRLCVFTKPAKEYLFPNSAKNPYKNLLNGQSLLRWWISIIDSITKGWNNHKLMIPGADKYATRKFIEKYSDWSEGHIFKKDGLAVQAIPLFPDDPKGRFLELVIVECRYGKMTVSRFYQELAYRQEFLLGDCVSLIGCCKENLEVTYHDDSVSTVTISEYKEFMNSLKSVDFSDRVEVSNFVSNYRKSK
CAL PDZ FP-2 = blocks peptide binding to the human CAL PDZ domain; 0.92% of 300,000 active; purified CAL PDZ, TMR-peptide fluorescence polarization, 1 h; inhibition, % at 24.9 µM; AID 602252;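 active = mean inhibition of at least 30% with at least half of replicates also reaching 30%; inconclusive = no clear call, values can overlap the other calls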;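 note: 0% = DMSO neutral control and 100% = excess unlabeled competitor peptide PRC23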
MITF TRPM1 HTS = MITF TRPM1 promoter activation in melanoma cells | activation, % at 12.5 µM | 0.75% of 300,000 active | SK-MEL-5 TRPM1-promoter luciferase, 24 h; % of positive control, neutral wells = 0;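 active = mean activation of at least 80% with every replicate also reaching 80%; inconclusive = mean reaches 80% but some replicate falls short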;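 note: 0% = neutral control wells and 100% = parthenolide positive control wells; values of inactives mirror those of a sister screen read the other way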
Tat export inh = inhibitors of E. coli Tat protein transport. E. coli MC4100 TorA-mCherry Tat export, fluorescence. inhibition, % at 10 µM. 0.036% of 340,000 active;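 active = mean replicate inhibition at least 50% and at least half of replicates individually reaching 50%; inconclusive = only one of the two criteria met; inactive = neither criterion met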;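 note: exported cargo escapes ClpAP degradation while cytoplasmic cargo is degraded and loses fluorescence; 0% = median of neutral control wells and 100% = median of NaSCN control wells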
V-ATPase pHluor = alters yeast V-ATPase proton transport. S. cerevisiae, pHLuorin cytosolic pH fluorescence. response, % at 10 µM. 0.37% of 350,000 active; in the data active = response mostly above about 7.3%, no sharp cut-off; inactive = mostly below about 5.4%; note: actives read high; inactives centre near 0; some compounds called inactive have numbers as strong as hits; reference of the scale not given here
* hit, by the source's call; ? = inconclusive; . = no result given; & = joins results of further samples. Rows were taken by chance; 4.1% or so of the library scored in one or more.

Short keys – A = CDK5 p35 inh; B = dFosB activator; C = CAL PDZ FP-1; D = Wnt bcat act; E = RTF Ca sens act; F = Rtt109 HAT inh; G = CAL PDZ FP-2; H = MITF TRPM1 HTS; I = Tat export inh; J = V-ATPase pHluor
Compound: COc1ccc(Br)cc1/C=C/C(=O)NC(=S)Nc1ccc(CN2CCOCC2)cc1
  A = 2.0; B = 48*; C = -1.3; D = -6; E = -1; F = -1; G = -1; H = -16; I = -4; J = -2
Compound: C/C=C/C(=O)OCC(=O)Nc1c(Cl)cccc1Cl
  A = -0.6; B = 7; C = -0.3; D = 0; E = 4; F = 12; G = -2; H = .; I = -10; J = -1
Compound: COCc1ccc(O)c2ncccc12
  A = 1.5; B = 1; C = -0.4; D = -3; E = 6; F = 2; G = -1; H = -22; I = 4; J = 2
Compound: Cc1ccc(-n2nc3c(SCCN4CCOCC4)nnc(C)c3c2C)cc1
  A = -0.5; B = -13; C = -0.9; D = .; E = 0; F = -6; G = -2; H = -22; I = 0; J = -2
Compound: COc1ccc(C(C(=O)NC2CCCCC2)N(C(=O)c2csnn2)C2CC2)cc1 (stereo unspecified)
  A = 0.6; B = -11; C = -1.6; D = -3; E = -7; F = -3; G = -4; H = 2; I = -1; J = 1
Compound: COc1ccc(-n2c(N)cc(=O)nc2SCC(=O)N2CCN(c3ccccc3)CC2)cc1
  A = -3.2; B = -3; C = -1.4; D = -3; E = 3; F = 7; G = 0; H = -6; I = 2; J = 5
Compound: O=C(COC(=O)/C(=C/c1cccs1)c1cccs1)NCc1ccccc1Cl
  A = 0.6; B = -8; C = -1.8; D = -1; E = -7; F = 5; G = -2; H = -6; I = 1; J = -2
Compound: Cc1cccc(NC(=O)CCc2c(C)nn(-c3ccc(N4CCOCC4)nn3)c2C)c1
  A = -1.4; B = 6; C = 0.0; D = -1; E = 1; F = -3; G = -3; H = 32; I = 6; J = 1
Compound: CC(C)(C)N(Cc1ccccc1)C(=O)COC(=O)C1CCN(c2ccc(C(F)(F)F)cn2)CC1
  A = 1.6; B = -7; C = -0.1; D = -4; E = 2; F = 6; G = -4; H = -12; I = 8; J = 0
Compound: Cc1cc2ncc(C(=O)Nc3ccccc3)c(C)n2n1
  A = -0.2; B = 3; C = 0.4; D = .; E = 7; F = 1; G = -2; H = 5; I = -5; J = 0
Compound: COCCCNC(=O)c1c(N)n(/N=C/c2cccs2)c2nc3ccccc3nc12
  A = -0.1; B = 8; C = -0.1; D = 0&-4; E = -1; F = 0; G = -2; H = 6; I = -3; J = -21
Compound: CN(C)c1ccc(C2(O)C(=O)c3ccccc3C2=O)cc1
  A = -3.1; B = -1; C = -3.1; D = -3; E = -8; F = .; G = -2; H = -3; I = -5; J = -5
Compound: COc1cc2ccccc2cc1C(=O)N1CCN(c2ccccn2)CC1
  A = 0.4; B = 3; C = -1.3; D = -1; E = -7; F = -5; G = -10; H = 4; I = -4; J = 1
Compound: COc1ccc(-c2cc(C(F)(F)F)nc(S(C)(=O)=O)n2)cc1OC
  A = 0.8; B = -25; C = -1.1; D = -36; E = -8; F = -1; G = -7; H = -45; I = -2; J = 1
Compound: COc1ccc(-c2cc(C(=O)OC(C)C(=O)Nc3c(C)n(C)n(-c4ccccc4)c3=O)c3ccccc3n2)cc1 (stereo unspecified)
  A = -1.7; B = -13; C = -1.5; D = 11; E = 3; F = -5; G = .; H = 5; I = 1; J = 0
Compound: CCN(CC)CCNC(=O)c1ccc(NC(=O)c2ccc(F)cc2)cc1
  A = -1.0; B = -3; C = -1.5; D = ?; E = -6; F = -2; G = 4; H = -11; I = -1; J = 2
Compound: COc1ccc(CCn2c(=O)[nH]c3cc(C(=O)N4CCN(c5ccccn5)CC4)ccc3c2=O)cc1OC
  A = -0.6; B = 1; C = -0.1; D = 1; E = 1; F = -1; G = .; H = 15; I = -4; J = -1
Compound: Cc1ccc2c(c1)/C(=N/N1C(=O)c3ccccc3C1=O)C(=O)N2
  A = 1.3; B = -6; C = -0.4; D = 6; E = 6; F = -3; G = -3; H = -3; I = -12; J = 0
Compound: Cc1ccc(C(=O)N/N=C\c2cccc(OC(=O)c3cccc(F)c3)c2)cn1
  A = -0.7; B = -17; C = -1.0; D = 8; E = -1; F = -17; G = 0; H = 16; I = -3; J = 4
Compound: Cc1cc(NC(=O)C2CCCCC2C(=O)O)no1 (stereo unspecified)
  A = -0.7; B = -4; C = -0.5; D = .; E = -4; F = -7; G = .; H = .; I = 3; J = 2

Full records from above:
`CCN(CC)CCNC(=O)c1ccc(NC(=O)c2ccc(F)cc2)cc1` as listed: CDK5 p35 inh = -1.0; dFosB activator = -3; CAL PDZ FP-1 = -1.5; Wnt bcat act = ?; RTF Ca sens act = -6; Rtt109 HAT inh = -2; CAL PDZ FP-2 = 4; MITF TRPM1 HTS = -11; Tat export inh = -1; V-ATPase pHluor = 2
`COc1ccc(CCn2c(=O)[nH]c3cc(C(=O)N4CCN(c5ccccn5)CC4)ccc3c2=O)cc1OC` as listed: CDK5 p35 inh = -0.6; dFosB activator = 1; CAL PDZ FP-1 = -0.1; Wnt bcat act = 1; RTF Ca sens act = 1; Rtt109 HAT inh = -1; CAL PDZ FP-2 = .; MITF TRPM1 HTS = 15; Tat export inh = -4; V-ATPase pHluor = -1

(listing goes on)
Short keys – A = CDK5 p35 inh; B = dFosB activator; C = CAL PDZ FP-1; D = Wnt bcat act; E = RTF Ca sens act; F = Rtt109 HAT inh; G = CAL PDZ FP-2; H = MITF TRPM1 HTS; I = Tat export inh; J = V-ATPase pHluor
Compound: CC(=O)N1c2ccc(S(=O)(=O)N3CCC(C(=O)Nc4cccc(Cl)c4)CC3)cc2CC1C (stereo unspecified)
  A = 0.1; B = -10; C = -2.4; D = -5; E = -4; F = 4; G = -3; H = -17; I = 3; J = 0
Compound: COc1cc(CN2CCNC(=O)C2CC(=O)N(C)Cc2ncc[nH]2)cc(OC)c1 (stereo unspecified)
  A = -7.7; B = 2; C = -2.0; D = 0; E = 5; F = 1; G = 0; H = 3; I = 6; J = -1
Compound: O=C(CN1CCN(c2cccc(Cl)c2)CC1)Nc1nccs1
  A = 0.0; B = -8; C = -0.4; D = 2; E = 0; F = .; G = -2; H = -4; I = 1; J = 6
Compound: CC1CN(C(=O)c2ccccc2Sc2ccccc2C#N)CC(C)O1 (stereo unspecified)
  A = -0.1; B = 1; C = 0.2; D = 6; E = 0; F = -1; G = -5; H = -8; I = -11; J = 12
Compound: O=c1[nH]c(/C=C\c2cccs2)nc(O)c1[N+](=O)[O-]
  A = -1.0; B = 1; C = -2.7; D = 1; E = 2; F = 8; G = -1; H = 1; I = 0; J = 3
Compound: COc1nc(Nc2nc3ccccc3c(=O)[nH]2)nc2ccc(C)cc12
  A = -1.2; B = -3; C = -4.7; D = -18; E = 2; F = 0; G = -7; H = -30; I = 7; J = -5

Individual results from the entries so far.
Rtt109 HAT inh, O=C(COC(=O)/C(=C/c1cccs1)c1cccs1)NCc1ccccc1Cl → 5
RTF Ca sens act, COc1ccc(-c2cc(C(=O)OC(C)C(=O)Nc3c(C)n(C)n(-c4ccccc4)c3=O)c3ccccc3n2)cc1 (stereo unspecified) → 3
dFosB activator, CN(C)c1ccc(C2(O)C(=O)c3ccccc3C2=O)cc1 → -1
CAL PDZ FP-2, Cc1ccc(-n2nc3c(SCCN4CCOCC4)nnc(C)c3c2C)cc1 → -2
V-ATPase pHluor, Cc1cccc(NC(=O)CCc2c(C)nn(-c3ccc(N4CCOCC4)nn3)c2C)c1 → 1
